High-throughput results: PubChem BioAssay, Sanford-Burnham Center for Chemical Genomics
CCR6 antag – CCR6 receptor antagonists, primary screen, cell-based, CHO-K1, luminescence, beta-arrestin, uHTS. inhibition, % at 20 µM. 340,000 compounds, 0.49% hits. AID 493098, 2011. CHO-K1 CCR6 PathHunter beta-arrestin, CCL20-stimulated. C-C chemokine receptor type 6 (Homo sapiens), P51684;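 active means compounds whose inhibition of the agonist-driven luminescence signal at 20 µM reaches about 50%, limit read from the data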;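 further: cells stimulated with CCL20 at 14 nM final; plate controls were DMSO with CCL20 for no effect and DMSO without agonist for full effect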
EBI2 antag – EBI2 receptor antagonists, beta-arrestin recruitment, primary screen, cell-based, luminescence, 7a,25-OHC stimulation, uHTS; 7a,25-OHC stimulated; inhibition, % at 5 µM; 360,000 compounds, 0.81% hits; AID 651636, 2012; in the data active means inhibition above about 38%;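 further: enzyme fragment complementation signal reports receptor beta-arrestin coupling in cells; 0% = agonist plus DMSO wells and 100% = wells without agonist; some results beyond the cut were filed as inactive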
Target sequence (P32249 whole entry, looked up, the tested form may be a part): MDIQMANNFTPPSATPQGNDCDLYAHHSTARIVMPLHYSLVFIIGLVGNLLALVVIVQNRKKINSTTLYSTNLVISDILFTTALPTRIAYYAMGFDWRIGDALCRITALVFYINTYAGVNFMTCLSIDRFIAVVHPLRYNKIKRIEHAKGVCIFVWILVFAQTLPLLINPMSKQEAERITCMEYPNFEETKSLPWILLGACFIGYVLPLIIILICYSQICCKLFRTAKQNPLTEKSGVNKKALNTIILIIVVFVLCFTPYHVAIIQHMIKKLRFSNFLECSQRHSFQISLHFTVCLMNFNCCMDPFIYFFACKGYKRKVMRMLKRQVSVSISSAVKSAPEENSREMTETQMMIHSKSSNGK
MPTP inh – mitochondrial permeability transition pore inhibitors, primary screen, biochemical, isolated mouse mitochondria, absorbance; Ca2+ swelling absorbance, 30 min; inhibition, % at 10 µM; 360,000 compounds, 1.4% hits;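 active means inhibition of 50% or more, scaled per plate between neutral and stimulator controls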;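 further: 0% = DMSO wells given calcium and 100% = 1 mM EGTA wells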
NR3A LBD binder – binders of NR3A ligand-binding domain, primary screen, biophysical, differential scanning fluorimetry, uHTS. NR3A LBD differential scanning fluorimetry, Tm shift; 0% = protein alone, 100% = glycine-bound protein. AID 1259313, 2017. Tm shift relative to glycine control, % at 25 µM. 340,000 compounds, 2.5% hits;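 active means melting temperature shift of at least 10% of the positive control shift, at one fixed dose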
A3G deaminase – APOBEC3G DNA deaminase inhibitors, primary screen, biochemical, fluorescence, single-stranded DNA substrate, uHTS; DNA dC->dU-editing enzyme APOBEC-3G (Homo sapiens), Q9HC16; 330,000 compounds, 0.28% hits; inhibition, % at 20 µM; recombinant A3G, ssDNA deamination FAM/TAMRA fluorescence;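 active means inhibition of at least 40% at 20 µM, with no more than 30% in the related APOBEC3A deaminase screen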;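 further: plate controls were DMSO wells with A3G for no effect and wells lacking A3G enzyme for full effect; some compounds called inactive have numbers as strong as hits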
Target sequence (Q9HC16 whole entry, looked up): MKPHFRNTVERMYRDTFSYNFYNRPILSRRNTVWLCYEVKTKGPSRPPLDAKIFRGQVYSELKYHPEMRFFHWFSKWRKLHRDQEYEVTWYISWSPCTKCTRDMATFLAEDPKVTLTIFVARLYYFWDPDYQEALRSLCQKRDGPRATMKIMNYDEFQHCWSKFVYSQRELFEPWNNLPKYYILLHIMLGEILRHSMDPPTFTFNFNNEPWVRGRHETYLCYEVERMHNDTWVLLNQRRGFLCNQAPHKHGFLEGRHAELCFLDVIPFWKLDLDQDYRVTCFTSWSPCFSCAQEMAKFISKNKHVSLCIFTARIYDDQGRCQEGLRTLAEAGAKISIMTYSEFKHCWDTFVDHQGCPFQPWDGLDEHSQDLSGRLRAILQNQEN
Gli-Sufu block – Gli-Sufu pathway antagonists, primary screen, luciferase luminescence, Sufu-KO-LIGHT cells, uHTS | inhibition, % at 5 µM | 340,000 compounds, 0.74% hits | Sufu-KO-LIGHT fibroblasts, Gli luciferase reporter luminescence;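 active means inhibition above about 55%, limit read from the data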;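 further: 0% = DMSO-treated cells and 100% = wells with medium but no cells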
CXCR6 block – CXCR6 receptor inhibitors, primary screen, cell-based, beta-arrestin, luminescence, CHO-K1 PathHunter, 1536-well. 360,000 compounds, 0.36% hits. inhibition, % at 20 µM. C-X-C chemokine receptor type 6 (Homo sapiens), O00574; in the data active means inhibition above about 34%, passing the limit was not always enough;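 further: antagonist mode with CXCL16 agonist at 10 nM final; 0% = 10 nM CXCL16 with DMSO and 100% = unstimulated wells without agonist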
Target sequence (O00574 whole entry, looked up): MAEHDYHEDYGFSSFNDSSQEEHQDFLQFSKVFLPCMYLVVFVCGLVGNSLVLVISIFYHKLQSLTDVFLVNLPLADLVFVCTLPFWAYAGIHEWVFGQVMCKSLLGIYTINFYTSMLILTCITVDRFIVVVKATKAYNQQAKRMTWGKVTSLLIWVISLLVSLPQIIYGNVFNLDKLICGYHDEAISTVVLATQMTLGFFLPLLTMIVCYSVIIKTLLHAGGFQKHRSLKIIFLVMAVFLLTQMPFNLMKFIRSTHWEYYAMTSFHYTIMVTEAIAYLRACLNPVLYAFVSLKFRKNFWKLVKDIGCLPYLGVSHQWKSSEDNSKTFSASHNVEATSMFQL
APOBEC3A inh – APOBEC3A ssDNA deaminase inhibitors, primary screen, selectivity assay for APOBEC3G inhibitor project, biochemical, FAM/TAMRA oligo cleavage fluorescence. inhibition, % at 20 µM. 330,000 compounds, 0.41% hits. recombinant A3A, FAM/TAMRA ssDNA deamination fluorescence. AID 493011, 2011;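 active means at least 40% inhibition at 20 µM here, with at most 30% in a related deaminase screen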;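 further: plate controls were A3A with DMSO for no effect and wells lacking A3A enzyme for full effect; some results filed as inactive read as strong as hits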
Active calls of the source: *; . = no result given.

SMILES	CCR6 antag	EBI2 antag	MPTP inh	NR3A LBD binder	A3G deaminase	Gli-Sufu block	CXCR6 block	APOBEC3A inh
O=C1NCCN/C1=C\C(=O)c1ccccc1	-8	-6	-1.7	0	-3	-19	-4	-6
Cc1nc2c(C(=O)NCCc3ccccc3)c[nH]n2c(=O)c1Cl	-3	7	0.0	-9	-5	-3	-8	0
Cc1cc(/C=C2\C(=N)N3N=C(CC(=O)N4CCOCC4)SC3=NC2=O)c(C)n1Cc1ccccc1	16	9	15	0	-5	-1	-1	-1
CCSc1nnc(NC(=O)CSc2nnc(CNC(=O)c3cc(OC)c(OC)c(OC)c3)o2)s1	4	-2	1.4	0	-3	0	3	-2
COc1cc(/C=C(/C(=O)O)c2ccc(-c3ccccc3)cc2)cc(OC)c1OC	-1	-9	1.7	-3	-5	-9	-4	-5
Clc1ccc(-c2nc(C3CCCCC3)no2)cc1	15	7	0.7	4	-6	-87	2	-1
CCC(C)c1ccccc1N1CC(C(=O)N(C)CC(=O)Nc2cccc(F)c2)CC1=O (centres undefined)	8	0	-1.6	-3	6	-9	-3	4
CN(CCO)c1nc(N)c2c(N)nc3c(c2c1C#N)CC(=O)N3Cc1cccs1	-1	-6	2.4	6	24	-1	-6	-2
COCCOc1ccc(C(F)(F)F)cc1NC(=O)c1ccc(C(F)(F)F)cc1	23	6	8.1	-7	-5	5	-5	2
COc1ccc2[nH]cc(C(=O)CN3CCN(C4CCCCC4)CC3)c2c1	7	1	2.2	1	-4	-2	-1	-3
CCOC(=O)c1c(NC(=O)c2cccnc2)sc(C)c1C	11	-6	0.8	-1	-7	10	4	-4
CC1(C)Cc2c(sc3nc(-c4cc5ccccc5o4)n(N)c(=O)c23)CO1	-25	25	-1.4	1	-8	-55	-2	-2
COC(=O)C1(C(=O)OC)C(C(=O)c2ccccc2)C1c1ccccc1 (centres undefined)	11	6	0.9	-1	.	1	-1	.
O=C(COc1ccc(C(=O)c2ccccc2)cc1)NC1CCCCC1	-22	-8	2.8	1	0	-3	-5	-5
CC(C)NC(=S)NC(=O)c1ccc(Cl)cc1Cl	-3	-23	-1.5	1	-1	-9	-5	2
O=C(COc1ccc(Cl)cc1)NCCCn1ccnc1	-4	8	-2.7	-3	4	-29	-3	3
O=C(Oc1ccc(OC(=O)N2CCCCC2)cc1)c1ccccc1	3	-3	1.1	1	0	-6	6	3
Cc1onc(-c2ccccc2)c1CNC(=O)CN1C(=O)c2ccccc2C1=O	-10	8	-0.6	-1	0	-1	-4	2
CC1Sc2ccc(S(=O)(=O)CCC(=O)NC3CCCCCC3)cc2NC1=O (centres undefined)	6	-5	-0.7	0	-3	-3	-1	-5
CC1Cc2ccccc2N1C(=O)Cn1c(=O)oc2cc(S(=O)(=O)N3CCCCC3)ccc21 (centres undefined)	16	-3	0.0	-3	2	13	-1	1
O=C(CNC(=O)N1CC(=O)Nc2ccccc21)NCCc1cccc(F)c1	2	5	-1.2	0	-1	-8	-4	0
CCNC(=S)NNC(=O)c1csc2c1CCCC2	16	-8	-1.5	2	-6	8	6	4
CCN(CC(=O)NCc1ccc(Cl)cc1)C(=O)C1CCN(S(=O)(=O)c2ccc(OC)c(OC)c2)CC1	6	-8	-1.6	-1	-13	-2	4	-3
COc1ccc(Oc2coc3c(CN(C)C)c(O)ccc3c2=O)cc1	-1	-13	-2.0	4	2	0	1	6
Cn1cc(/C=C/C(=O)c2ccccc2)c2ccccc21	6	10	0.9	1	-4	-76	2	-1

Ordered by number of heavy atoms (high to low): three of the compounds above
SMILES	CCR6 antag	EBI2 antag	MPTP inh	NR3A LBD binder	A3G deaminase	Gli-Sufu block	CXCR6 block	APOBEC3A inh
CCN(CC(=O)NCc1ccc(Cl)cc1)C(=O)C1CCN(S(=O)(=O)c2ccc(OC)c(OC)c2)CC1	6	-8	-1.6	-1	-13	-2	4	-3
CC1(C)Cc2c(sc3nc(-c4cc5ccccc5o4)n(N)c(=O)c23)CO1	-25	25	-1.4	1	-8	-55	-2	-2
CC(C)NC(=S)NC(=O)c1ccc(Cl)cc1Cl	-3	-23	-1.5	1	-1	-9	-5	2

(cont.)
SMILES	CCR6 antag	EBI2 antag	MPTP inh	NR3A LBD binder	A3G deaminase	Gli-Sufu block	CXCR6 block	APOBEC3A inh
Cc1ccc(C2Nc3ccccc3NC3=C2C(=O)OC(C)C3)cc1 (centres undefined)	-4	1	0.4	-1	2	0	-1	0
Cc1cccc(S(=O)C(c2ccccc2)c2ccccc2)c1 (centres undefined)	18	8	0.2	1	.	8	7	.
COc1cccc(/C=C/C(=O)OCC(=O)N2CCCC2)c1OC	1	8	0.0	-3	-7	-1	2	-4
COc1ccc(S(=O)(=O)N2CCOCC2)cc1NC(=O)CSc1ncnc2ccccc12	0	3	-1.1	-1	-2	5	7	4
O=C(O)CCC(=O)N1CCN(c2ncccn2)CC1	5	-19	0.4	1	-9	6	2	-5
COc1ccc(S(=O)(=O)N2CCc3ccccc32)cc1C(=O)N(CC(C)C)C1CCS(=O)(=O)C1 (centres undefined)	11	7	-0.7	-1	4	2	-2	4
COc1ccc(NC(=O)c2ccc(S(=O)(=O)N3CC(C)OC(C)C3)cc2)cc1 (centres undefined)	8	22	-0.3	0	-3	4	0	-1
CCO[C@@H]1OC(C(=O)NCc2ccccc2)=C[C@H](c2csc3ccccc23)[C@H]1CCCO	17	18	-1.2	-30	-8	12	12	-5
Cc1ccc(CNC(=O)c2ccccc2NC(=O)CN2CC(C)OC(C)C2)cc1 (centres undefined)	18	14	-2.1	0	-11	-17	2	-1
O=c1c2ccccc2nnn1CSc1nnc(Nc2ccccc2)s1	-15	7	-1.5	1	-6	-10	10	2
COc1ccc(-n2c(-c3ccc(Cl)cc3)c[nH]c2=S)cc1	3	3	-0.6	-1	-5	1	10	-3
O=C1C=C(c2ccccc2)C(c2ccccc2)C1O (centres undefined)	-2	8	0.5	8	.	-4	4	.
c1ccc(-n2cccc2CNC2CCCCC2)cc1	13	.	.	1	7	4	.	2
CCN1CCN(c2cc(C)c3cc(NC(=S)N4CCOCC4)ccc3n2)CC1	16	-7	2.0	0	-6	7	0	2
CC1CCCCN1S(=O)(=O)c1ccc(S(=O)(=O)N2CCN(c3ccc(F)cc3)CC2)cc1 (centres undefined)	5	12	4.7	-2	-5	-5	-6	2
COc1ccc(NS(=O)(=O)c2ccc(NC(=O)C(C)(C(F)(F)F)C(F)(F)F)cc2)nn1	2	-2	-1.2	0	3	30	-3	2
Cc1nc2cc(Nc3nnc(-c4ccccc4)c4ccccc34)ccc2n1C	3	0	-0.9	0	13	-66	-1	4
CNC(=O)c1ccccc1F	7	-4	-3.8	2	1	-8	-1	2
ONC(=Nc1ccccc1Cl)c1c(F)cccc1F	6	-2	4.9	-4	0	-5	3	2
COc1ccc(-n2ncc3c2CC(C)(C)CC3NC(=O)c2ocnc2C)cc1 (centres undefined)	3	1	-0.4	-1	1	20	-5	2
O=C(CSc1ncnc2sc3c(c12)CCC3)NCC1CCCO1 (centres undefined)	1	-8	0.1	5	-6	3	-1	-11
CCN(CCn1cccn1)Cc1ccccc1OCC(O)CN1CCc2ccccc2C1 (centres undefined)	12	1	2.1	0	-2	8	2	-4
O=[N+]([O-])c1cc([N+](=O)[O-])c2oc(-c3ccccc3)c(Br)c2c1O	29	-1	11	-5	.	20	21	.
CCOC(=O)c1c(S(=O)(=O)NCC(=O)NCc2cccc(C)c2)c(C)n(C)c1C	8	-4	-0.3	-4	-2	-6	7	0
Cc1cc(Cl)ccc1OCC(=O)OCC(=O)Nc1cccnc1Cl	-1	-12	-0.1	2	-2	-17	0	5
The listing continues.
SMILES	CCR6 antag	EBI2 antag	MPTP inh	NR3A LBD binder	A3G deaminase	Gli-Sufu block	CXCR6 block	APOBEC3A inh
CN1CCC(CNC(=O)Nc2csc3ccccc23)CC1	3	-12	0.9	1	-1	2	-5	2
C/[N+]([O-])=C\C1C(=O)CC(C)(C)CC1=O	-4	-8	-0.6	1	-3	-5	-6	-1
O=C1c2ccccc2-c2onc3ccc(N4CCCC4)c1c23	15	1	3.5	-13	.	0	12	.
O=C(COC(=O)c1n[nH]c2ccccc12)Nc1ccccc1F	15	1	-1.4	1	0	-8	-4	1
Cc1ccc2nc3cc([N+](=O)[O-])cc([N+](=O)[O-])c3cc2c1	50	53*	1.6	2	.	22	23	.
COc1ccc(Nc2cc(C(=O)N3CCc4ccccc4C3)c3ccccc3n2)c(OC)c1	25	4	1.3	-4	-5	45	4	1
NS(=O)(=O)c1ccc(NC(=O)CSC2CCCCC2)cc1	-9	-5	-0.2	0	-2	0	-6	-4
C[C@]12CC[C@@H]3c4ccc(O)cc4C(=O)C[C@H]3[C@@H]1CC[C@@H]2O	12	6	0.7	0	-3	15	0	4
CCC(=O)N(CCc1ccc(OC)c(OC)c1)Cc1cc2ccc(C)cc2n2nnnc12	2	-9	-1.1	-3	-3	7	-5	1
Cn1cnnc1SCC(=O)c1c[nH]c2ccccc12	-18	-12	-1.4	0	-6	-5	-9	2
Cc1noc(NS(=O)(=O)c2ccc(NC(=O)c3ccoc3C)cc2)c1C	-2	3	-1.0	0	-4	1	-4	7
O=C(N/N=C\c1cccnc1)c1ccc(Cl)s1	4	6	0.2	2	-8	-15	-9	-4
O=C(c1ccc(Cl)c(Cl)c1)N1CCC(=O)N(C(COCc2ccccc2)Cc2ccccc2)CC1 (centres undefined)	3	27	-0.2	-6	-1	29	-5	5
O=c1[nH]c(=O)n([C@H]2C[C@H](O)[C@@H](CO)O2)cc1I	19	-8	-3.2	-1	-7	1	-9	0
N/C(Cc1ccc(Cl)cc1)=N\OC(=O)C1CCCCC1	10	-6	0.6	-15	-8	-30	-7	-3
O=C(O)c1ccc(CNC(=O)c2ccc(Br)o2)cc1	-11	1	-3.0	-2	-3	4	3	-4
CC(OC(=O)c1ccc(Cl)nc1)C(=O)NC1(C#N)CCCCC1 (centres undefined)	3	9	-1.3	-2	-3	-8	-4	-1
O=C(Nc1cccc(C(F)(F)F)c1)c1cccc(NS(=O)(=O)c2ccc(O)c(C(=O)O)c2)c1	18	8	3.1	32*	-2	-3	-5	3
CN(CC(=O)Nc1ccc(N2CCOCC2)cc1)CC(=O)Nc1ccccc1[N+](=O)[O-]	1	-5	0.3	-1	-8	-1	0	-6
O=C(COc1ccccc1)N=C1SC2CS(=O)(=O)CC2N1c1ccc(F)cc1F (centres undefined)	-13	-3	-0.9	-3	0	-9	1	0
Cc1cccc(C)c1NC(=O)c1nc(S(=O)(=O)Cc2ccccc2)ncc1Cl	55*	30	-1.8	2	-3	16	54*	-4
CC(C)CC(C(=O)OCC(=O)c1c(N)n(C)c(=O)n(C)c1=O)N1C(=O)C2CC=CCC2C1=O (centres undefined)	14	-6	-2.3	0	-1	-4	-4	-5
Cc1ccccc1NC(=O)NC1(C(=O)NCCCN2CCOCC2)CCCCC1	-2	-6	-2.8	.	-10	.	-2	-6
Nc1ncnc2c1CN(Cc1ccccc1)CC2	12	5	0.7	2	.	5	4	.
CCN(CC)c1ccc(C(=C2C=CC(=[N+](CC)CC)C=C2)c2ccc(S(=O)(=O)O)cc2S(=O)(=O)[O-])cc1	23	3	7.1	-3	.	26	24	.

Three entries already listed, ordered by the number in APOBEC3A inh, smallest number first:
SMILES | APOBEC3A inh
Cc1ccccc1NC(=O)NC1(C(=O)NCCCN2CCOCC2)CCCCC1 | -6
C/[N+]([O-])=C\C1C(=O)CC(C)(C)CC1=O | -1
O=c1[nH]c(=O)n([C@H]2C[C@H](O)[C@@H](CO)O2)cc1I | 0
